High-throughput results (PubChem)
ATXN viability = Viability Counterscreen for Primary qHTS for Inhibitors of ATXN expression | S2 cells (HEK-293 line with an ATXN2-luciferase reporter) viability, CellTiter-Fluor protease fluorescence, 24 h | Potency, µM (top dose mostly 56.7 µM), most hits filed as cytotoxic | 0.49% of 400,000 active | AID 651635, 2014; note: potency is the fitted concentration of half-maximal effect; nearly all actives have a fitted effect of over 40% in size
SW480 rerep = A quantitative high throughput screen for small molecules that induce DNA re-replication in SW480 colon adenocarcinoma cells | SW480 DNA re-replication, Hoechst DNA content imaging, 48 h | Potency, µM (highest dose often 46.1 µM), without a hit: at the highest dose re-replication activation, most hits filed as activators | 1.8% of 340,000 active; note: potency is the fitted concentration of half-maximal effect; % of control where 0% means no effect; nearly all actives have a fitted effect of over 55% in size
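SW480 cells exposed to compounds for 48 hr at 37 C, 5% CO2, then Hoechst-stained 40 min. Nuclear DNA content imaged by fluorescence scanning (405 nm excitation, 500-530 nm emission); re-replication scored as increased high-intensity nuclei.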
KB-V1 cytotox = qHTS assay for MDR1-selective chemotherapeutics: Primary screen using the drug-selected MDR subline cells KB-V1; KB-V1 MDR cells viability, CellTiter-Glo, 72 h; Potency, µM (doses to about 46.1 µM), inactives show at the highest dose activity change, negative = cytotoxicity, hits mostly cytotoxic; 3.4% of 400,000 active; AID 1347076, 2019; note: potency is the fitted concentration of half-maximal effect; % is set by controls: 0 for no effect and ±100 for the full control effect; nearly all actives have a fitted effect of over 60% in size
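Compound-treated KB-V1 multidrug-resistant cells, 72 h, 37 degrees C; viability by CellTiter-Glo. Fitted qHTS curves give the values.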
ATXN2 expr inh = Primary qHTS for Inhibitors of ATXN expression; HEK-293 ATXN2-luciferase reporter, luminescence, 24 h; Potency, µM (series often up to 57 µM), for the others: at the highest dose activity change, negative = inhibition, hits mostly inhibitors; 0.72% of 360,000 active; AID 1745845, 2022; note: potency is the fitted concentration of half-maximal effect; % is set by controls: 0 for no effect and ±100 for the full control effect; nearly all actives have a fitted effect of over 55% in size
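ATXN2-luciferase reporter cells (luciferase flanked by upstream and downstream ATXN2 gene portions) were treated 24 h at 37 °C with compounds at up to 57 uM. SteadyGlo luminescence gave expression; GF-AFC fluorescence gave viability.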
IL1B secr inh = qHTS for Inhibitors of Inflammasome Signaling: IL-1-beta AlphaLISA Primary Screen; THP-1 LPS/ATP IL-1B secretion, AlphaLISA, 16 h; stronger effect = lower value; AID 743279, 2014; 4.7% of 360,000 active; activity change, % at 57.5 µM; in the data active = activity change below about -50%; inconclusive = mostly about -30% to -49%; note: % is set by controls: 0 for no effect and ±100 for the full control effect
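THP-1 cells pretreated 1 hr with compounds (up to 57.5 uM final), then stimulated with LPS (250 ng/mL final) plus ATP (1.25 mM final); secreted IL-1B measured by AlphaLISA after 16 hr, decreased signal indicating inhibition.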
KB-3-1 cytotox = qHTS assay for MDR1-selective chemotherapeutics: Primary screen using the parental adenocarcinoma cell KB-3-1; KB-3-1 viability, CellTiter-Glo ATP luminescence, 72 h; Potency, µM (top dose mostly 46.1 µM), without a hit: top-dose activity change, negative = cytotoxic, usual class: cytotoxic; 1.4% of 400,000 active; note: potency is the fitted concentration of half-maximal effect; % is set by controls: 0 for no effect and ±100 for the full control effect; nearly all actives have a fitted effect of over 60% in size
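Screening of KB-3-1 cells (DMEM, 10% FBS, phenol-red free) ran from lowest to highest compound concentration; after 72 h at 37 °C viability was read luminescently and curves fitted.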
HT1080-NT tox = qHTS for induction of synthetic lethality in tumor cells producing 2HG: qHTS for the HT-1080-NT fibrosarcoma cell line; Potency, µM (highest dose often 46.1 µM), without a hit: at the highest dose activity, negative = less viability, usual class: cytotoxic; 1.6% of 360,000 active; HT-1080-NT fibrosarcoma viability, CellTiter-Glo ATP luminescence, 48 h;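 note: NT is the 2HG producing partner of a matched IDH1 knockdown line; potency is the fitted concentration of half-maximal effect; 0% = DMSO-treated cells and -100% = media-only wells without cells; nearly all actives have a fitted effect of over 55% in size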
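A 48-hour cytotoxicity screen used HT-1080-NT cells plated 2 hours before compound delivery. ATP-based CellTiter-Glo luminescence measured viability, normalized to DMSO and no-cell controls.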
MCF10A rerep = A quantitative high throughput screen for small molecules that induce DNA re-replication in MCF 10a normal breast cells | MCF 10A DNA re-replication, Hoechst nuclear intensity, 48 h | Potency, µM (doses to about 46.1 µM), for the others: at the highest dose activity, positive = re-replication, hits mostly activators | 2.9% of 350,000 active | AID 624296, 2012; note: potency is the fitted concentration of half-maximal effect; % of control where 0% means no effect; nearly all actives have a fitted effect of over 50% in size
HT1080 IDH1KD tx = qHTS for induction of synthetic lethality in tumor cells producing 2HG: qHTS for the HT-1080-IDH1KD cell line | Potency, µM (top dose mostly 46.1 µM), for the others: at the top dose activity, negative = toxicity, hits mostly cytotoxic | 2% of 360,000 active | HT-1080 IDH1 knockdown viability, ATP luminescence, 48 h | AID 686971, 2013;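 note: potency is the fitted concentration of half-maximal effect; 0% = DMSO wells and -100% = cell-free medium wells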
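Luminescent ATP read-out (CellTiter-Glo, 10 min at room temperature) after 48 h compound exposure at 37 °C gave viability of IDH1-knockdown HT-1080 cells. Activity was normalised to DMSO and cell-free wells, then fitted as concentration-response curves.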
The depositor's hits bear a star; [ ] = remark or other dose. Unless noted, calls come from the whole dose curve; as a rule, active = well fitted curve in the direction sought with a large enough effect; inconclusive = small, poorly fitted or top-dose-only effect, or another doubt; inactive = no such curve, though single readings can be large; an effect the other way counts as inactive or inconclusive.

`CC(C)(C=O)C1=CC(=O)c2ccccc2C1=O` gave SW480 rerep 7.31µM*, KB-V1 cytotox -21.1%, ATXN2 expr inh 15.8µM*, IL1B secr inh -102.5*, KB-3-1 cytotox 1.1%, HT1080-NT tox -29.3%, MCF10A rerep 13µM* and HT1080 IDH1KD tx 13µM*.
For CS(=O)(=O)N(CC(O)Cn1c2ccccc2c2ccccc21)c1ccccc1 (stereo unspecified) the results were ATXN viability inactive, SW480 rerep 0.0%, KB-V1 cytotox -3.4%, ATXN2 expr inh -14.7%, IL1B secr inh inconclusive, KB-3-1 cytotox inconclusive, HT1080-NT tox inconclusive, MCF10A rerep 20.9% and HT1080 IDH1KD tx inconclusive.
`Cc1cn(CC(=O)NCC2CCCO2)c(=O)[nH]c1=O` (stereo unspecified) gave ATXN viability inactive, SW480 rerep 0.6%, KB-V1 cytotox -17.1%, ATXN2 expr inh -3.2%, IL1B secr inh 1.3, KB-3-1 cytotox inconclusive, HT1080-NT tox 0.8%, MCF10A rerep -6.7% and HT1080 IDH1KD tx -1.9%.
For CCOC(=O)c1csc(NC(=O)c2cc3ccccc3o2)n1 the results were ATXN viability inactive, SW480 rerep 3.9%, KB-V1 cytotox -6.7%, IL1B secr inh -25.2, KB-3-1 cytotox -6.8%, HT1080-NT tox -2.3%, MCF10A rerep -4.2% and HT1080 IDH1KD tx 6.3%.
For CS(=O)(=O)NCc1ccc(C(=O)O)cc1 the results were ATXN viability inactive, SW480 rerep -3.5%, KB-V1 cytotox -1.0%, ATXN2 expr inh 1.7%, IL1B secr inh -5.4, KB-3-1 cytotox 11.1%, HT1080-NT tox 2.3%, MCF10A rerep 14.9% and HT1080 IDH1KD tx 0.0%.
For COc1ccc(OC)c(NC(=S)N2CCN(c3ccccn3)CC2)c1 the results were ATXN viability inactive, SW480 rerep -4.5%, KB-V1 cytotox 8.8%, ATXN2 expr inh 2.6%, IL1B secr inh -12.1, KB-3-1 cytotox 0.6%, HT1080-NT tox 8.7%, MCF10A rerep 5.1% and HT1080 IDH1KD tx -0.3%.
Screening Cc1cc(NC(=O)CCC(=O)N(CC(=O)NC2CCCC2)c2ccc(C(C)C)cc2)no1 returned ATXN viability inconclusive, SW480 rerep -9.3%, KB-V1 cytotox inconclusive, ATXN2 expr inh -8.9%, IL1B secr inh -10.4, KB-3-1 cytotox -13.8%, HT1080-NT tox -15.6%, MCF10A rerep 3.7% and HT1080 IDH1KD tx -19.8%.
Screening O=C(Cn1c(=O)[nH]c2ccccc2c1=O)Nc1ccc2c(c1)OCCO2 returned ATXN viability inactive, SW480 rerep -1.7%, KB-V1 cytotox -5.8%, IL1B secr inh -9.2, KB-3-1 cytotox -5.4%, HT1080-NT tox -2.9%, MCF10A rerep -7.4% and HT1080 IDH1KD tx -4.3%.
For Cc1ccccc1NC(=O)c1ccc2c(c1)N(C)CCS2 the results were ATXN viability inactive, SW480 rerep -1.1%, KB-V1 cytotox -4.5%, ATXN2 expr inh 47.6%[activator], IL1B secr inh -28.2, KB-3-1 cytotox -1.0%, HT1080-NT tox 11.1%, MCF10A rerep -2.3% and HT1080 IDH1KD tx -1.8%.
`Cc1ccc(C(=O)NC(=O)OCCn2c(C)cnc2[N+](=O)[O-])cc1` gave ATXN viability inactive, SW480 rerep -5.8%, KB-V1 cytotox -9.7%, ATXN2 expr inh -10.5%, IL1B secr inh 3.9, KB-3-1 cytotox 13.0%, HT1080-NT tox 19.4%, MCF10A rerep 26.4% and HT1080 IDH1KD tx 12.6%.
`CC(=O)c1cccc(NC(=S)NC(=O)c2ccccc2Br)c1` gave ATXN viability inactive, SW480 rerep -2.7%, KB-V1 cytotox 20.6µM*, ATXN2 expr inh 10.4%, IL1B secr inh 0.0, KB-3-1 cytotox 0.6%, HT1080-NT tox -4.7%, MCF10A rerep 8.5% and HT1080 IDH1KD tx 5.6%.
Screening CCC(C)NCCOc1ccccc1C (stereo unspecified) returned ATXN viability inactive, SW480 rerep -4.5%, KB-V1 cytotox -2.1%, ATXN2 expr inh -9.3%, IL1B secr inh -4.7, KB-3-1 cytotox 10.4%, HT1080-NT tox -0.5%, MCF10A rerep -0.7% and HT1080 IDH1KD tx 12.2%.
For COc1ccc(CCNC(=O)C2CCCN2C(=O)Nc2ccc(Cl)cc2)cc1OC (stereo unspecified) the results were ATXN viability inactive, SW480 rerep -4.4%, KB-V1 cytotox 8.7%, ATXN2 expr inh -14.6%, IL1B secr inh 0.0, KB-3-1 cytotox -9.8%, HT1080-NT tox -1.7%, MCF10A rerep 6.8% and HT1080 IDH1KD tx -4.5%.
For O=C(NC(=S)N(CCCCO)C1CCCCC1)c1sc2ccccc2c1Cl the results were ATXN viability inconclusive, SW480 rerep -3.0%, KB-V1 cytotox inconclusive, ATXN2 expr inh inconclusive, IL1B secr inh 45.8, KB-3-1 cytotox -14.1%, HT1080-NT tox inconclusive, MCF10A rerep -4.3% and HT1080 IDH1KD tx inconclusive.
For Fc1ccc(Nc2nc3ccccc3s2)cc1 the results were ATXN viability inactive, SW480 rerep 25.9%, KB-V1 cytotox -0.5%, ATXN2 expr inh 57.9%[activator], IL1B secr inh 4.5, KB-3-1 cytotox -1.8%, HT1080-NT tox -0.5%, MCF10A rerep inconclusive and HT1080 IDH1KD tx 5.5%.
Screening COc1ccc2oc(C(=O)OCC(=O)NC3CC3)c(C)c2c1 returned ATXN viability inactive, SW480 rerep -0.2%, KB-V1 cytotox 14.9%, ATXN2 expr inh 1.9%, IL1B secr inh -6.9, KB-3-1 cytotox 26.4%, HT1080-NT tox 1.7%, MCF10A rerep 22.5% and HT1080 IDH1KD tx -2.6%.
For CCOC(=O)C1=C(COC(=O)CC(C)c2ccccc2)NC(=O)NC1C (stereo unspecified) the results were ATXN viability inactive, SW480 rerep 2.7%, KB-V1 cytotox 8.8%, IL1B secr inh 2.5, KB-3-1 cytotox -0.4%, HT1080-NT tox 11.1%, MCF10A rerep -0.1% and HT1080 IDH1KD tx 1.9%.
Cc1ccc(S(=O)(=O)c2cn(CC(=O)Nc3ccc4c(c3)OCO4)c3ccc(C)cc3c2=O)cc1 was read as ATXN viability inactive, KB-V1 cytotox 15.7%, ATXN2 expr inh 4.3% and KB-3-1 cytotox 6.8%.
For CCn1c(/N=C/c2ccccc2NS(=O)(=O)c2ccc(C)cc2)nc2ccccc21 the results were ATXN viability inactive, SW480 rerep -4.6%, KB-V1 cytotox -20.1%, ATXN2 expr inh -33.2%, IL1B secr inh -9.9, KB-3-1 cytotox 5.4%, HT1080-NT tox -16.5%, MCF10A rerep inconclusive and HT1080 IDH1KD tx -11.2%.
For CCc1ccc(C2=NN(C(=O)OC)C(O)(C(F)(F)F)C2)cc1 (stereo unspecified) the results were ATXN viability inactive, SW480 rerep -10.3%, KB-V1 cytotox -6.7%, ATXN2 expr inh -9.1%, IL1B secr inh 5.0, KB-3-1 cytotox 8.1%, HT1080-NT tox -2.3%, MCF10A rerep 1.4% and HT1080 IDH1KD tx 0.0%.
`CCn1c(SCC(=O)N2CCN(S(=O)(=O)c3ccccc3)CC2)nnc1-c1cccs1` gave ATXN viability inactive, SW480 rerep -0.4%, KB-V1 cytotox inconclusive, ATXN2 expr inh -2.9%, IL1B secr inh 7.2, KB-3-1 cytotox 4.7%, HT1080-NT tox 5.9%, MCF10A rerep 2.8% and HT1080 IDH1KD tx 0.9%.
Screening O=C(COc1ccc(F)cc1)NCC1(N2CCCCC2)CCCCC1 returned ATXN viability inactive, SW480 rerep 1.8%, KB-V1 cytotox 5.7%, ATXN2 expr inh -19.0%, IL1B secr inh -12.8, KB-3-1 cytotox 6.3%, HT1080-NT tox -1.5%, MCF10A rerep 10.7% and HT1080 IDH1KD tx -15.2%.
`O=C(c1ccccc1F)N1CCN=C1c1ccccc1` gave ATXN viability inactive, SW480 rerep 5.1%, KB-V1 cytotox -18.3%, ATXN2 expr inh -8.0%, IL1B secr inh 8.3, KB-3-1 cytotox -13.8%, HT1080-NT tox 0.9%, MCF10A rerep 0.2% and HT1080 IDH1KD tx 1.4%.
Screening Cc1ccc(C(C)C)c(OCC(=O)OCC(=O)c2c(N)n(C)c(=O)n(C)c2=O)c1 returned ATXN viability inactive, SW480 rerep 4.6%, KB-V1 cytotox 26.1%, ATXN2 expr inh -0.9%, IL1B secr inh -0.8, KB-3-1 cytotox 5.2%, HT1080-NT tox -1.9%, MCF10A rerep -0.7% and HT1080 IDH1KD tx 1.2%.
O=C(NC1CCCC1)c1ccc(CNc2c(N3CCOCC3)c(=O)c2=O)cc1 was read as ATXN viability inactive, SW480 rerep 2.9%, KB-V1 cytotox 4.8%, ATXN2 expr inh -3.7%, IL1B secr inh -8.8, KB-3-1 cytotox 1.8%, HT1080-NT tox 0.7%, MCF10A rerep 14.9% and HT1080 IDH1KD tx -1.8%.
`O=C(NC1CCCC1)C(c1ccc(N2CCOCC2)cc1)N(Cc1ccccc1)C(=O)c1ccco1` (stereo unspecified) gave ATXN viability inconclusive, SW480 rerep 7.9%, KB-V1 cytotox 1.3%, ATXN2 expr inh -1.6%, IL1B secr inh -19.4, KB-3-1 cytotox 8.9%, HT1080-NT tox 20.1%, MCF10A rerep 3.2% and HT1080 IDH1KD tx 7.8%.
For CC(=O)Nc1ccc(C(=O)N2CCN(S(=O)(=O)c3ccc4c(c3)OCCCO4)CC2)cc1 the results were ATXN viability inactive, SW480 rerep -1.1%, KB-V1 cytotox 9.2%, IL1B secr inh -2.8, KB-3-1 cytotox -3.9%, HT1080-NT tox -3.2%, MCF10A rerep 0.7% and HT1080 IDH1KD tx -0.1%.
